Source: PubChem BioAssay (Sanford-Burnham Center for Chemical Genomics)
SENP7 inh: SENP7 protease inhibitors, primary screen, biochemical, luminescence, uHTS. Sentrin-specific protease 7 (Homo sapiens), Q9BQF6. recombinant SENP7, Z-RLRGG-aminoluciferin luminescence, 40 min. inhibition, % at 5 µM. 330,000 tested, 1.5% active;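 active means inhibition above about 50% at the single test dose, limit read from the data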;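 further: plate controls were DMSO with enzyme for no effect and no enzyme buffer wells for full effect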
MPTP inh: mitochondrial permeability transition pore inhibitors, primary screen, biochemical, isolated mouse mitochondria, absorbance; AID 602449, 2012; Ca2+ swelling absorbance, 30 min; inhibition, % at 10 µM; 360,000 tested, 1.4% active;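 active means inhibition of 50% or more, scaled per plate between neutral and stimulator controls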;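 further: 0% = DMSO wells given calcium and 100% = 1 mM EGTA wells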
PfG6PD inh: PfG6PD enzyme inhibitors, primary screen, biochemical, fluorescence intensity, uHTS; PfGluPho enzyme, NADPH resazurin-diaphorase fluorescence; AID 504690, 2011; 350,000 tested, 0.78% active; glucose-6-phosphate dehydrogenase-6-phosphogluconolactonase (Plasmodium falciparum 3D7); inhibition, % at 20 µM;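 active means inhibition reaching at least a set limit at 20 µM in the primary screen, cut at about 59% in these data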;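 further: 0% = DMSO wells with substrate and 100% = DMSO wells lacking glucose-6-phosphate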
SENP8 block: human SENP8 protease inhibitors, primary screen, biochemical, fluorescence, Nedd8 protein substrate, uHTS. Sentrin-specific protease 8 (Homo sapiens), Q96LD8. recombinant SENP8. inhibition, % at 20 µM. 360,000 tested, 0.64% active; in the data active means inhibition mostly above about 40%, no sharp cut-off; inactive means mostly below about 27%
NR3A LBD binder: binders of NR3A ligand-binding domain, primary screen, biophysical, differential scanning fluorimetry, uHTS. NR3A LBD differential scanning fluorimetry, Tm shift; 0% = protein alone, 100% = glycine-bound protein. Tm shift relative to glycine control, % at 25 µM. 340,000 tested, 2.5% active. AID 1259313, 2017;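 active means melting temperature shift of at least 10% of the positive control shift, at one fixed dose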
HKDC1 inh: HKDC1 hexokinase inhibitors, primary screen, biochemical, fluorescence, uHTS; Q2TB90; recombinant HKDC1, G6PDH/diaphorase resazurin coupled fluorescence; inhibition, % at 20 µM; 340,000 tested, 0.16% active;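 active means inhibition above about 35% when tested at 20 µM, limit read from the data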;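 further: plate controls were DMSO wells with enzyme for no effect and DMSO wells lacking enzyme for full effect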
Target sequence (Q2TB90 whole entry, looked up): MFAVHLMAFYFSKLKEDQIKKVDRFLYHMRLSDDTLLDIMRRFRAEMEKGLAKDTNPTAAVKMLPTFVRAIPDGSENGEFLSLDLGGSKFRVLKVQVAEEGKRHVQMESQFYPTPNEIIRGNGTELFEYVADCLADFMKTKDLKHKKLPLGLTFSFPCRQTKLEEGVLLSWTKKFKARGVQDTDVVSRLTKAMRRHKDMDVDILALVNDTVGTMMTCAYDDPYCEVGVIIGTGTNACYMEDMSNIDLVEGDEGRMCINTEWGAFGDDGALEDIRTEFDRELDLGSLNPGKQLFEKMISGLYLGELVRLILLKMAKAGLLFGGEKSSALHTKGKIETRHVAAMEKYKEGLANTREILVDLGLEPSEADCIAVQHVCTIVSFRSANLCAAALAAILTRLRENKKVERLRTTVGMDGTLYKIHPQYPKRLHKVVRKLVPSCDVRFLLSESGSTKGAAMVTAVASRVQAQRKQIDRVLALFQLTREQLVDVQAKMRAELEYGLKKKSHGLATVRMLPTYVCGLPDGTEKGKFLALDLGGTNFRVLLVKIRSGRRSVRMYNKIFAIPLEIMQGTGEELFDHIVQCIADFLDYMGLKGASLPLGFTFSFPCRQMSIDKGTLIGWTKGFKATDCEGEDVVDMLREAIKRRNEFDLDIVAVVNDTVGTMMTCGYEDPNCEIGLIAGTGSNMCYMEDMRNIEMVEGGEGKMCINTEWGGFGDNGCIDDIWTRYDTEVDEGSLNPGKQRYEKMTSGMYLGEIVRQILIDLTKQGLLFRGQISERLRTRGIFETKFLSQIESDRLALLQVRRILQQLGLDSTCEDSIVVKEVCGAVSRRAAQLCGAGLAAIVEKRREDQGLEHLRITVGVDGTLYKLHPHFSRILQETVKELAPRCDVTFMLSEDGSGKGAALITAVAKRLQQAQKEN
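Assay system: recombinant HKDC1 hexokinase; detection: coupled resazurin fluorescence, excitation 525 nm, emission 613 nm; benchmarks: DMSO-plus-enzyme-mix negative control, buffer-substituted positive control; compound dosing: single 20 µM dose; schedule: 90 min at room temperature in dark; also added: glucose plus 1 mM ATP as hexokinase substrates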
ATG4B inhibitor: ATG4B protease inhibitors, primary screen, biochemical, fluorescence, uHTS. Cysteine protease ATG4B (Homo sapiens), Q9Y4P1. ATG4B cleavage of LC3-PLA2, NBD-HPC fluorescence, 1 h. inhibition, % at 8.33 µM. 340,000 tested, 0.51% active; in the data active means inhibition above about 40%
SENP6 block: SENP6 protease inhibitors, primary screen, biochemical, luminescence, uHTS; inhibition, % at 10 µM; Recombinant SENP6 catalytic domain, aminoluciferin luminescence; 330,000 tested, 1.8% active; Sentrin-specific protease 6 (Homo sapiens), Q9GZR1;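 active means inhibition above about 50% at the single tested dose, limit read from the data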;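 further: plate controls were DMSO wells with enzyme for no effect and DMSO wells lacking enzyme for full effect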
Numbers without * were called inactive.

SMILES	SENP7 inh	MPTP inh	PfG6PD inh	SENP8 block	NR3A LBD binder	HKDC1 inh	ATG4B inhibitor	SENP6 block
CC(C)(C)NS(=O)(=O)CC12CCC(CC1=O)C2(C)C (stereo unspecified)	13.0	2.0	-13.3	18.9	-5.6	0.8	0.6	-3.8
COc1ccc(Oc2nc(-c3ccccn3)ncc2OC)cc1	-4.6	-1.0	17.6	0.0	-0.1	2.3	-3.3	-17.7
O=C(O)C1CCCCC1C(=O)NC(c1ccccc1)c1ccccc1 (stereo unspecified)	1.3	2.2	8.2	13.3	-0.1	-7.3	0.3	-8.6
O=C(CNc1ccccc1Cl)N/N=C1\CCCc2ccccc21	-3.4	-1.2	-12.6	9.5	-11.2	-5.8	-0.1	-10.9
Cc1ccccc1-n1c(-c2ccc(=O)[nH]n2)n[nH]c1=S	2.3	-0.2	41.9	5.7	0.7	-12.5	-1.0	-13.1
O=C(Nc1ccc2nc(-c3cccnc3)[nH]c2c1)c1ccccc1F	2.6	-1.1	31.2	-61.6	-7.8	5.8	-16.9	-24.5
CN(C)CCCOc1nn(Cc2ccccc2)c2ccccc12	-0.3	75.4*	-11.4	-1.9	-0.8	-5.0	5.4	-2.3
CN(Cc1nc2ccccc2[nH]1)C(=O)C1CCC(=O)N(C2CCCC2)C1 (stereo unspecified)	1.9	-0.9	-24.3	8.6	-0.5	4.2	5.5	7.2
O=C1CN(C(=O)c2ccc(Br)o2)C(c2ccc(F)cc2)c2cc(F)ccc2N1 (stereo unspecified)	-2.2	-4.4	11.0	-4.0	-3.3	-3.7	-4.0	11.3
CC1(C)CC(c2nc(-c3ccc([N+](=O)[O-])cc3)cs2)CCO1 (stereo unspecified)	-1.5	-1.2	22.2	1.0	-0.7	-3.4	-15.5	-18.0
CCOc1cc(CNCCCN2CCOCC2)ccc1OCC(=O)Nc1cccc2ccccc12	5.7	2.1	-14.0	16.2	0.7	-4.8	-23.0	11.5
COc1ccccc1Nc1nc(N2CCCC2)nc(N2CCOCC2)n1	-3.7	-0.5	-6.7	21.3	1.7	5.6	2.4	-4.9
CCOc1ccc2nc(-c3ccc(OC)c(OC)c3)cc(C(=O)O)c2c1	-1.5	0.7	3.6	-417.8	-0.8	7.4	1.4	-14.3
Cn1c(C(=O)N2CCN(c3ncccn3)CC2)cc2c(=O)n(C)c3ccccc3c21	-0.2	-2.8	21.4	-79.1	-1.6	5.3	-1.3	15.2
CCc1ccc(C2(C)SC(NC(C)=O)=NN2C(C)=O)cc1 (stereo unspecified)	-2.2	-0.4	-9.2	10.9	-2.1	-6.7	1.2	-6.2
CCSc1ncc(Cl)c(C(=O)Nc2ccccc2)n1	-0.1	-1.1	2.6	12.0	-2.8	3.0	9.3	-7.3
COc1cc(CNCc2ccccn2)ccc1OCC(=O)NC1CCCCC1	8.9	0.9	-4.0	10.2	-4.4	1.6	-5.2	0.7
C[C@H](NC(=O)Nc1ccccc1F)C(=O)O	-5.4	-0.4	-13.2	4.6	-16.7	1.2	6.2	-16.7
O=C1[C@@H]2C(c3cccnc3)=NO[C@@H]2C(=O)N1c1ccc2ccccc2c1	22.1	5.9	6.0	-10.8	3.3	3.0	-8.7	-9.6
CC(=O)NCC(=O)OCC(=O)c1ccc(Br)cc1	-1.8	4.6	5.6	9.9	-6.3	-7.4	-0.3	4.0
OC(c1ccccc1)c1nc2ccccc2[nH]1 (stereo unspecified)	-2.6	1.1	0.5	9.0	-1.0	-5.6	-0.5	14.8
COc1ccccc1OCCCc1c(C)n[nH]c1C	-12.2	-1.8	10.7	12.4	-2.0	6.4	-0.4	-12.7
O=C(CCCc1nc(-c2ccccc2Cl)no1)NCc1cccnc1	-2.3	2.2	2.4	5.9	-0.3	1.1	-7.7	-23.4
O=C1c2cccnc2C(=O)N1Cc1cccs1	-9.9	-0.8	3.1	23.1	-2.6	-4.5	-9.5	-1.8

Sorted by SMILES length (rising): part of the list above.
SMILES	SENP7 inh	MPTP inh	PfG6PD inh	SENP8 block	NR3A LBD binder	HKDC1 inh	ATG4B inhibitor	SENP6 block
O=C1c2cccnc2C(=O)N1Cc1cccs1	-9.9	-0.8	3.1	23.1	-2.6	-4.5	-9.5	-1.8
OC(c1ccccc1)c1nc2ccccc2[nH]1 (stereo unspecified)	-2.6	1.1	0.5	9.0	-1.0	-5.6	-0.5	14.8
C[C@H](NC(=O)Nc1ccccc1F)C(=O)O	-5.4	-0.4	-13.2	4.6	-16.7	1.2	6.2	-16.7
CCSc1ncc(Cl)c(C(=O)Nc2ccccc2)n1	-0.1	-1.1	2.6	12.0	-2.8	3.0	9.3	-7.3
CC(=O)NCC(=O)OCC(=O)c1ccc(Br)cc1	-1.8	4.6	5.6	9.9	-6.3	-7.4	-0.3	4.0
COc1ccccc1Nc1nc(N2CCCC2)nc(N2CCOCC2)n1	-3.7	-0.5	-6.7	21.3	1.7	5.6	2.4	-4.9
COc1cc(CNCc2ccccn2)ccc1OCC(=O)NC1CCCCC1	8.9	0.9	-4.0	10.2	-4.4	1.6	-5.2	0.7
CCOc1ccc2nc(-c3ccc(OC)c(OC)c3)cc(C(=O)O)c2c1	-1.5	0.7	3.6	-417.8	-0.8	7.4	1.4	-14.3
CC1(C)CC(c2nc(-c3ccc([N+](=O)[O-])cc3)cs2)CCO1 (stereo unspecified)	-1.5	-1.2	22.2	1.0	-0.7	-3.4	-15.5	-18.0
CN(Cc1nc2ccccc2[nH]1)C(=O)C1CCC(=O)N(C2CCCC2)C1 (stereo unspecified)	1.9	-0.9	-24.3	8.6	-0.5	4.2	5.5	7.2
CCOc1cc(CNCCCN2CCOCC2)ccc1OCC(=O)Nc1cccc2ccccc12	5.7	2.1	-14.0	16.2	0.7	-4.8	-23.0	11.5
O=C1CN(C(=O)c2ccc(Br)o2)C(c2ccc(F)cc2)c2cc(F)ccc2N1 (stereo unspecified)	-2.2	-4.4	11.0	-4.0	-3.3	-3.7	-4.0	11.3
Cn1c(C(=O)N2CCN(c3ncccn3)CC2)cc2c(=O)n(C)c3ccccc3c21	-0.2	-2.8	21.4	-79.1	-1.6	5.3	-1.3	15.2
O=C1[C@@H]2C(c3cccnc3)=NO[C@@H]2C(=O)N1c1ccc2ccccc2c1	22.1	5.9	6.0	-10.8	3.3	3.0	-8.7	-9.6

Later entries
SMILES	SENP7 inh	MPTP inh	PfG6PD inh	SENP8 block	NR3A LBD binder	HKDC1 inh	ATG4B inhibitor	SENP6 block
Cc1cc(Cl)nc(SCC(=O)c2ccccc2)n1	21.9	0.5	-4.4	3.0	4.2	-6.9	3.7	41.1
CC1CN(C(=S)Nc2ccccc2)CC(C)O1 (stereo unspecified)	-4.0	-0.2	1.0	16.9	1.6	-6.9	-0.3	8.9
O=C(COC(=O)c1ccco1)NCC1CCCCC1	-5.3	0.0	-1.5	0.4	0.4	1.1	-0.6	-0.1
Cc1ccc(SCC(=O)OCC(=O)N(C)CC(=O)Nc2ccccc2Cl)cc1C	16.0	0.9	1.0	-3.8	1.6	-0.5	-6.8	2.4
O=C(NC1CCCC1)C(c1ccc(F)cc1)N(Cc1ccccc1)C(=O)c1csnn1 (stereo unspecified)	2.8	-0.5	-9.3	6.1	-1.4	-1.0	-0.3	-5.6
CCOc1ccc(N(CC(=O)NC2CCCCC2)C(=O)CNC(=O)c2ccco2)cc1	-7.7	-2.3	-2.9	12.5	-4.1	-9.3	-9.7	-23.7
Cc1ccc(S(=O)(=O)NCc2ccccc2)cc1C(=O)NCc1ccccn1	-4.4	-1.5	8.0	8.2	-12.7	2.2	11.8	3.1
Cc1ccc(CNC(=O)CCc2nc3ccccc3c(=O)[nH]2)cc1	-0.4	-0.4	-1.1	14.8	0.0	-7.6	3.1	1.4
